TbREL1 primary: TbREL1 RNA ligase inhibitors, primary screen, biochemical, FRET fluorescence. RNA-editing ligase 1, mitochondrial (Trypanosoma brucei brucei), P86926. TbREL1 RNA ligation. inhibition, % at 9.66 µM. hit rate 0.49% among 89,000;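 active = inhibition above the mean inhibition across all screened compounds plus 3 SD, cut at about 11% in these data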;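 also: 0% = plate median of test wells and 100% = NSC42067 control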
Target sequence (P86926 whole entry, looked up): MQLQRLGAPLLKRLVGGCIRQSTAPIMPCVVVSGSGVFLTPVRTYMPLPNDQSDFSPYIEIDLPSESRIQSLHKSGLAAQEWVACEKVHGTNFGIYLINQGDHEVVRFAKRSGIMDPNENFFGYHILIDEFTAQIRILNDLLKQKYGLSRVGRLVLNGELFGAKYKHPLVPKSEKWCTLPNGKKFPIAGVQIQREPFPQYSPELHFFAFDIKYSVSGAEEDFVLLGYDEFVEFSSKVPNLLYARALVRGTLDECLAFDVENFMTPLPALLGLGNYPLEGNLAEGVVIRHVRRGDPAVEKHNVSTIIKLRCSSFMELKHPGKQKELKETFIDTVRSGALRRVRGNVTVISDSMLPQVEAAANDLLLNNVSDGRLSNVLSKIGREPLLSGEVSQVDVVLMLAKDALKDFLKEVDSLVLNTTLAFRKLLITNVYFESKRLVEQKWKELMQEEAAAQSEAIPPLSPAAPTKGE
Active calls of the source: *.

SMILES	TbREL1 primary
Cc1n[nH]c(C)c1S(=O)(=O)N(CC(=O)NC1CCCC1)c1ccc(C(C)C)cc1	-0.4
NC(=O)c1ccccc1NC(=O)COC(=O)CSCc1cccc(Cl)c1	4.0
C/C(=N\NC(=O)c1ccncc1)c1cccnc1	0.5
S=c1[nH]nc(COc2cccc3ccccc23)n1Cc1ccccc1	-2.6
CSc1ccc(/C=C(\NC(=O)c2ccccc2)C(=O)NN)cc1	0.5
O=C(O)CCCC(=O)Nc1ccc(C(=O)N2CCCCC2)c(Cl)c1	8.4
O=C(Cn1c(=O)oc2cc(S(=O)(=O)N3CCCCCC3)ccc21)NC1CCCCC1	-4.2
CCOC(=O)[C@H]1[C@H]2COc3ccccc3[C@@H]2N2C(=O)c3ccc(C)cc3NC(=O)[C@@]12C	4.1
CCCCCc1ccc(-c2n[nH]c(=O)c3ccccc23)cc1	3.4
COc1ccc(-n2c3c(cc(C(=O)NNc4ccccc4)c2=O)C(=O)CC(C)(C)C3)cc1	2.0
COc1cccc(C2CC(c3cccc(NS(C)(=O)=O)c3)=NN2C(=O)c2ccccc2)c1OC (stereo not given)	-4.8
Cc1ccc(-c2ccc(C(=O)NCc3ccccc3)o2)c2ccccc12	3.5
CCCc1[nH]n(-c2ccc(F)cc2)c(=O)c1C=NCC1CCCO1 (stereo not given)	-2.8
COC(=O)c1ccccc1NC(=O)CSc1ccc(C)cc1	0.2
COc1ccc(OC)c(NC(=O)NC2CCCc3ccccc32)c1 (stereo not given)	1.1
O=S1(=O)CC(N2CCN(Cc3ccccc3F)CC2)CN1Cc1cn(Cc2ccc(Cl)cc2)nn1 (stereo not given)	-0.3
Cc1nnc(NC(=O)CSc2nnnn2Cc2ccccc2)s1	1.6
COc1ccccc1NS(=O)(=O)c1ccc(C)c(C(=O)NNC(=O)c2csc(N3CCOCC3)n2)c1	-2.3
OCCc1ccc(NCCc2ccco2)cc1	-4.3
O=C1NC[C@H](CCCCN2C[C@H](Cc3ccc(O)cc3)N(Cc3ccccc3)C(=O)C2=O)N(CCc2ccc(O)cc2)C1=O	-5.4
O=C(CSc1nnc(COc2ccccc2Cl)o1)NC(=O)NCc1ccco1	-0.7
COc1ccc(-c2nc3n(n2)C(c2ccncc2)C(C(N)=O)=C(C)N3)cc1 (stereo not given)	4.1
CCCCOC(=O)c1c(C)oc2ccc(NS(=O)(=O)c3ccc4c5c(cccc35)C(=O)N4)cc12	1.7
CCn1nnc(NC(=O)c2cc(Cl)c(OC)c(Cl)c2)n1	6.3
C=CCSc1nnc(NC(=O)C2CC(=O)N(c3ccc4c(c3)OCCO4)C2)s1 (stereo not given)	-2.6
Cc1ccc(NC(=O)c2sccc2-n2cccc2)c(C)c1	-3.7
COc1ccc(OC)c(CN2CCN(CC(=O)Nc3ccccc3C(=O)NC3CC3)CC2)c1	-0.1
Cn1c(SCc2cccc(F)c2)nnc1-c1ccccn1	5.3
CCOc1ccc(NC(=O)CC2NCCNC2=O)cc1 (stereo not given)	0.8
Cc1cc(/C=N/NC(=O)Cn2c3ccccc3c(=O)c3ccccc32)c(C)n1-c1ccccc1	-3.8
CC(=O)Nc1ccn(Cc2c(F)cccc2Cl)n1	-1.5
COc1ccc2oc(=O)c(N3C(=O)c4ccccc4C3=O)cc2c1	-0.5
COCCNC(=O)C(C(=O)c1ccc(F)cc1)n1cc(C)ccc1=O (stereo not given)	-1.3
O=C(Cc1c(F)cccc1Cl)Nc1ccc(S(=O)(=O)Nc2nccs2)cc1	-2.1
COc1ccccc1N1CCN(c2ccc3c(c2)S(=O)(=O)c2cccc(C(=O)NCc4cccc(F)c4)c2C3=O)CC1	-2.1
O=C(CCc1ccccc1)Nc1ccc(NC(=O)C2CC2)nc1	3.2
CNC(=O)CSc1nc(N)c2c3c(sc2n1)CCC3	-2.1
CC(C)(C)NC(=O)C(Cc1ccccc1)N1C(=O)c2ccccc2C1=O (stereo not given)	-3.3
Nc1cc(N)nc(SCC(=O)NC(=O)NC2CCCC2)n1	-0.2
O=C(CSc1cn[nH]n1)Nc1ccc(O)c(C(=O)O)c1	4.5
COC(C(=O)Nc1ccnn1C1CCN(Cc2ccc(C)o2)CC1)c1ccccc1 (stereo not given)	-3.9
CC1(C)C=C2[C@H]3CC[C@@H]4[C@@]5(C)CCC(=O)C(C)(C)[C@@H]5CC[C@@]4(C)[C@]3(C)CC[C@@]2(C(=O)O)CC1	2.4
COc1ccc(S(=O)(=O)NCC(=O)N(CC(=O)NC(C)(C)C)Cc2cccs2)cc1	1.9
CC(C)CNS(=O)(=O)c1ccc(CCC(=O)Nc2ccc3c(c2)OCCO3)cc1	5.5
CCCn1c(SCC(=O)N2c3ccccc3CC2C)nnc1-c1ccco1 (stereo not given)	0.2
CCN(CC(=O)NCc1ccc(F)cc1)C(=O)C(C)Oc1cccc(Cl)c1 (stereo not given)	-2.2
Cc1ccsc1/C=C1\SC(=S)N(CC2CCCO2)C1=O (stereo not given)	-0.1
CCCN1CCC(=O)N(CCO)CC1	4.4
CCOC(=O)c1sc(N)nc1-c1ccccc1	-0.4
Cn1cccc1C(=O)N1CCN(S(=O)(=O)c2ccccc2)CC1	0.2
Cc1ccsc1CNC(=O)C1(C)CCN1C(C)C (stereo not given)	0.2
COC(=O)CCC(=O)c1oc2ccc(Cl)cc2c1NC(=O)CCCN1C(=O)c2ccccc2C1=O	-4.1
COc1ccc(OC)c(S(=O)(=O)Nc2ccc3oc4c(c3c2)C(=O)CCC4)c1	2.3
COc1ccc(Nc2nc3ccccc3nc2-n2nc(C)cc2C)cc1	3.3
Cc1nn(-c2ccccc2)c(C)c1NC(=O)COC(=O)/C=C/c1ccccc1	-2.2
COc1ccc(C#Cc2ccc3c(c2)O[C@H](CN(C)S(=O)(=O)c2ccccc2F)[C@H](C)CN([C@H](C)CO)S3(=O)=O)cc1	0.0
CC(=O)c1ccc(N2C(=O)NC3(CCCCC3)C2=O)cc1	-0.8
Cc1nc(OCc2ccccc2)c2ccccc2n1	-1.2
Nc1nnc(COc2cccc(C(F)(F)F)c2)s1	4.6
O=C1c2ccc([N+](=O)[O-])cc2C(=O)N1c1c[nH]c(=O)[nH]c1=O	-0.1

Continued, starting with the last 6 of the part before.
SMILES	TbREL1 primary
Cc1nn(-c2ccccc2)c(C)c1NC(=O)COC(=O)/C=C/c1ccccc1	-2.2
COc1ccc(C#Cc2ccc3c(c2)O[C@H](CN(C)S(=O)(=O)c2ccccc2F)[C@H](C)CN([C@H](C)CO)S3(=O)=O)cc1	0.0
CC(=O)c1ccc(N2C(=O)NC3(CCCCC3)C2=O)cc1	-0.8
Cc1nc(OCc2ccccc2)c2ccccc2n1	-1.2
Nc1nnc(COc2cccc(C(F)(F)F)c2)s1	4.6
O=C1c2ccc([N+](=O)[O-])cc2C(=O)N1c1c[nH]c(=O)[nH]c1=O	-0.1
CC1Cc2ccccc2N1S(=O)(=O)c1cccc(C(=O)NCc2ccccn2)c1 (stereo not given)	0.1
CCOc1cc(C(c2c(C)[nH][nH]c2=O)c2c(C)[nH][nH]c2=O)ccc1OS(=O)(=O)c1ccccc1	-4.2
COC(=O)c1[nH]c2cc(OC)ccc2c1NC(=O)CCN1CCN(Cc2ccc3c(c2)OCO3)CC1	3.9
CN1CCN(C(=O)c2cc3ccccc3cc2O)CC1	-0.7
Cc1cccc(NC(=O)c2ccc(NS(=O)(=O)c3c(C)noc3C)cc2)c1	1.8
O=C(Cc1n[nH]c(=O)c2ccccc12)OCC(=O)c1ccc(F)cc1	3.5
COc1ccc(-c2nnc(-c3ccc(N)cc3)o2)cc1	4.3
O=C(C1COc2ccccc2O1)N1CCn2c(nc3ccccc32)C1 (stereo not given)	2.2
CCOC(=O)C1CCNC(=O)C1=O (stereo not given)	3.6
CC(=O)c1ccc(NC(=O)C2CCCN(S(=O)(=O)c3ccc(-n4cnnn4)cc3)C2)cc1 (stereo not given)	3.2
Cc1cc(NC(=O)CN(C)CC(=O)Nc2ccc(F)c(F)c2F)no1	0.8
O=C(Cc1ccccc1)NCCN1CCCC1	-0.5
COc1ccc(C(=O)N2CCN=C2SCc2cccnc2)cc1OC	0.8
CCCCn1nnnc1NCc1ccc(OC)c(OC)c1OC	6.2
CCN(C(=O)/C=C/c1ccc(OC)cc1)C1CCS(=O)(=O)C1 (stereo not given)	4.0
CCOc1ccc(/C=N/Nc2cc(=O)n(C)c(=O)n2C)cc1	-1.1
CC1Cc2ccccc2N1C(=O)Cn1nnc(-c2ccccc2NC(=O)C2CCC2)n1 (stereo not given)	2.3
CC(C)(C)n1nnnc1C(c1ccccc1)N1CCN(c2ccc(C(F)(F)F)cn2)CC1 (stereo not given)	-1.9
COC(=O)c1cc(=O)c2ccc(OC)cc2o1	0.8
COCCN(C(=O)/C=C/c1ccccc1)c1nnc(-c2cccnc2)s1	12.0*
O=C(COc1ccc([N+](=O)[O-])cc1)Nc1ccc(C(=O)Nc2ccccc2C(=O)O)cc1	1.9
Cn1nc(-c2ccc(Cl)cc2)c2cc(C(=O)N3CCCC3)sc21	-2.6
O=S(=O)(NC1CCCCC1)c1cccc2nsnc12	-0.7
O=C(Cn1cnc2scc(-c3ccc(F)cc3)c2c1=O)NCC(c1ccco1)N1CCCC1 (stereo not given)	-3.7
Cc1ccc2nc(-c3ccc(NC(=O)CSc4ccccc4)cc3)[nH]c2c1	5.5
COc1ccc(C2(C)C(C#N)C(=O)NC(=O)C2C#N)cc1 (stereo not given)	-5.9
CCN(C(=O)COC(=O)/C=C/c1ccc(S(=O)(=O)N2CCc3ccccc32)cc1)C1CCS(=O)(=O)C1 (stereo not given)	5.3
CCS(=O)(=O)N1CCN(C2Cc3ccccc3C2)CC1	1.6
COc1ccc(C2/C=C\CN(C(=O)CC(C)(C)C)CC(=O)N2Cc2ccc(F)cc2)cc1 (stereo not given)	0.5
Cc1nn(Cc2ccccc2)c(Cl)c1/C=C/C(=O)OCC(=O)N(C)C1CCS(=O)(=O)C1 (stereo not given)	-2.3
COc1ccc(C)cc1N1CC(C(=O)Nc2ccccc2C(=O)NC2CC2)CC1=O (stereo not given)	1.1
CC(C)Cn1c(N)c(C(=O)COC(=O)c2cc(C(F)(F)F)nc3ccccc23)c(=O)n(C)c1=O	4.2
CS(=O)(=O)N(CC(=O)N/N=C/c1cc([N+](=O)[O-])ccc1Cl)c1ccccc1	-0.3
CCNC(=O)C1(C)CCCN(Cc2cc3ccccc3o2)C1 (stereo not given)	-1.6
O=C(Nc1ccc(S(=O)(=O)Nc2ncccn2)cc1)c1ccc(Br)o1	4.8
COC(=O)c1cc(Br)c(=O)n(-c2ccccn2)c1	-0.4
CCOc1ccccc1C(=O)N(CCC(=O)OC)c1ccccn1	0.4
CC1CCC(NC(=O)CN(C)CC(=O)Nc2ccc(F)cc2)CC1 (stereo not given)	-2.3
CC(C)c1ccc(NC(=O)CSc2n[nH]c(=O)n2Cc2ccco2)cc1	-0.8
COCCCNC(=O)c1cc(C)nc2ccc(F)cc12	3.9
COC(=O)c1ccc(C)c(NC(=O)Cn2c(C)csc2=O)c1	-0.9
COC(=O)c1cccc(COC(=O)c2cccnc2SC)c1	-3.5
Cn1cccc1Cc1nnc(SCC(=O)NC2CCCCC2)n1-c1ccc(F)cc1	0.1
O=C(OCC#CCSc1nnc(-c2ccc3ccccc3c2)o1)c1cccs1	1.3
CC1CCCN(C(=O)CN2C(=O)c3ccccc3C2=O)C1 (stereo not given)	-1.5

As a working copy, 5 of the compounds above:
SMILES	TbREL1 primary
COc1ccc(C)cc1N1CC(C(=O)Nc2ccccc2C(=O)NC2CC2)CC1=O (stereo not given)	1.1
CC(C)Cn1c(N)c(C(=O)COC(=O)c2cc(C(F)(F)F)nc3ccccc23)c(=O)n(C)c1=O	4.2
CS(=O)(=O)N(CC(=O)N/N=C/c1cc([N+](=O)[O-])ccc1Cl)c1ccccc1	-0.3
CCNC(=O)C1(C)CCCN(Cc2cc3ccccc3o2)C1 (stereo not given)	-1.6
O=C(Nc1ccc(S(=O)(=O)Nc2ncccn2)cc1)c1ccc(Br)o1	4.8

(listing goes on)
SMILES	TbREL1 primary
Cc1cc(NC(=O)CCC(=O)N(c2ccc(F)cc2)C(C(=O)NC2CCCC2)c2ccncc2)no1 (stereo not given)	-0.5
Cc1[nH]c2ccccc2c1/C=N/NS(=O)(=O)c1ccccc1	8.8
O=c1c2ccccc2nc2n1CCCCN2	-3.4
CC(=O)N1CCN(C(=O)c2cccc(S(=O)(=O)NCc3ccccc3)c2)CC1	3.5
COc1ccc(N2CCN(C(=S)NCc3ccc(C)cc3)CC2)cc1	-5.2
Cn1cc(Br)c(C(=O)Nc2sc3c(c2C(N)=O)CCC3)n1	0.4
CCC(=O)[C@@H](C)[C@@H](OC(C)=O)[C@H](C)C[C@@H](C)[C@H]1OC(=O)C[C@@]2(O)CC=C(C)C(O2)C(C)=CCCC[C@H](O[C@H]2C[C@@H](OC(N)=O)[C@H](OC(C)=O)[C@@H](C)O2)C=C[C@H](C)C[C@H]1C	-0.8
CC(C)OC(=O)CC(NC(=O)OC(C)(C)C)c1ccccc1 (stereo not given)	-1.9
Cc1ccc(NC(=O)C2CCCC2)cc1S(=O)(=O)N1CCOCC1	0.5
Cc1nn(-c2ccccc2)c(Cl)c1/C=N/NC(=O)c1ccccc1NS(=O)(=O)c1cccs1	0.2
CCOc1ccccc1N/C(=N/c1nc(C)cc(C)n1)NC(=O)Nc1ccc(Cl)c(Cl)c1	1.4
COCCNC(=O)c1cc2ncc(Br)cn2n1	3.4
CC(=O)Nc1ccc(C(=O)OCC(=O)Nc2c(C)n(C)n(-c3ccccc3)c2=O)cc1	-0.4
N#Cc1cccc(C(=O)Nc2ccccc2C(=O)NC2CC2)c1	1.1
O=C(N=C1SC2CS(=O)(=O)CC2N1c1ccc(Cl)cc1)C1CCCO1 (stereo not given)	3.2
CCn1c(CCNC(=O)c2cccs2)nnc1SCC(=O)Nc1cccc(Cl)c1	0.0

TbREL1 primary, entries above that show a hit
SMILES	TbREL1 primary
COCCN(C(=O)/C=C/c1ccccc1)c1nnc(-c2cccnc2)s1	12.0*

Compound activity: PubChem, The Scripps Research Institute Molecular Screening Center

Not all compounds are listed; the hit share may differ from the screen's.
